High-throughput results: PubChem BioAssay, National Center for Advancing Translational Sciences (NCATS)
p53null 39C kill – selectivity test: cytotoxicity in p53 null cells, nonpermissive temperature | H1299 p53-null (neo) cells, 39C, ATPlite viability, 24 h | Potency, µM (doses to about 46.1 µM), inactives show at the highest dose activity, negative = cell killing, most hits filed as cytotoxic | 0.97% of 55,000 active | AID 904;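 note: potency is the fitted concentration of half-maximal effect; 0% = DMSO only and -100% = full killing by 100 µM tamoxifen; nearly all actives have a fitted effect of over 50% in size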
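Concentration-response (up to 46 uM) was run for 24 h at the nonpermissive 39C on H1299-p53A138V or H1299-neo cells. ATP content was measured with ATPlite luminescence. AC50 values were Hill-modeled after normalizing between DMSO and 100 uM tamoxifen killing.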
B2AR arrestin ag – ADRB2 beta-arrestin recruitment. HTLA Tango cells, beta-arrestin recruitment, luciferase luminescence, 18 h. Potency, µM (highest dose often 46.1 µM), inactives show at the top dose activation, most hits filed as activators. 44,000 tested, under 10 active. AID 1347077;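 note: potency is the fitted concentration of half-maximal effect; 0% = DMSO and full agonism = EC100 isoproterenol or metaproterenol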
Target sequence (P07550 whole entry, looked up): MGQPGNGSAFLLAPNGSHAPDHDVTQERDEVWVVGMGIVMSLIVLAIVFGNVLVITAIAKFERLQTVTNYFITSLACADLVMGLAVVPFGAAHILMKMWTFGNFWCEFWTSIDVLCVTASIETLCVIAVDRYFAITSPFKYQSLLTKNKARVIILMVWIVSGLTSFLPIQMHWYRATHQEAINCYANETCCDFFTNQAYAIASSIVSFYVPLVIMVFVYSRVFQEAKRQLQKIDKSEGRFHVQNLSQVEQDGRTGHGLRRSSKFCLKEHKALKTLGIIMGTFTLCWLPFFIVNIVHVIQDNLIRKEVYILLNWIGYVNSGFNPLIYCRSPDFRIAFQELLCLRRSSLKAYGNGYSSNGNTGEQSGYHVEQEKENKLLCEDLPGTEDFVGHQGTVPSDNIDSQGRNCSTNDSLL
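Tango cell line, 1% FBS DMEM; cpd titration up to 46 microM; 18 hr, 37 degrees C, 5% CO2. Luciferin/ATP substrate mix added, 15 min RT, luminescence. %Activity, CRC fitting, curve-class categorization.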
PTAP-TSG101 blk – inhibitors of HIV-1 PTAP binding to human TSG101, validation. Potency, µM (doses to about 115 µM), for the others: top-dose activity change, negative = inhibition, hits mostly inhibitors. Q99816. 44,000 tested, under 10 active. Fluorescence polarization, FITC-PTAP peptide/Tsg101, 20 min; note: potency is the fitted concentration of half-maximal effect; 0% is about no effect
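The Tsg101 binding domain, at 10 uM final, is mixed with compound and a FITC peptide bearing the PTAP motif (50 nM final). After 20 min at r.t., polarization is measured; actives defined by CRC class, efficacy cut-off 60% inhibition.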
GALK inhibitor – inhibitors of human galactokinase (GALK); recombinant GALK, Kinase-Glo ATP luminescence, 1 h; Potency, µM (titrated, usually from 57.5 µM), for inactives: top-dose activity, negative = inhibition, usual class: inhibitors; 44,000 tested, under 10 active; AID 1347072;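 note: plate controls were full GALK reaction for no effect and reaction lacking GALK for full effect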
Target sequence (P51570 whole entry, looked up): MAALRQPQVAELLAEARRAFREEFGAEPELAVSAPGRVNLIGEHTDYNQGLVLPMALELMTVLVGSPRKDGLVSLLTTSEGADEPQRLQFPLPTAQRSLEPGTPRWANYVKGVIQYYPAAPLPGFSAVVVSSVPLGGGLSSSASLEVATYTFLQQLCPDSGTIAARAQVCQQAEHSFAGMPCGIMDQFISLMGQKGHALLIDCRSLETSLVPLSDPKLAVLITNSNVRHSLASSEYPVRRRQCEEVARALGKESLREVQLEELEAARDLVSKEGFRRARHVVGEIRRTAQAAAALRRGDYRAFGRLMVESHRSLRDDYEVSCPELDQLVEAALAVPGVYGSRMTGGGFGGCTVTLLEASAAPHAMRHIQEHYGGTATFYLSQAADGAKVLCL
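5 nM GALK; 35 uM ATP; 100 uM D-galactose; 20 mM HEPES pH 8.0, 5 mM MgCl2, 60 mM NaCl, 1 mM DTT, 0.01% BSA; 1 h RT; Kinase-Glo Plus luminescence.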
p53null 32C kill – kills p53 null cells at the permissive temperature; H1299-neo p53 null cells, ATP luminescence, 24 h, 32C; Potency, µM (highest dose often 46.1 µM), for the others: at the top dose activity change, negative = cytotoxicity, actives largely listed as cytotoxic; 0.62% of 55,000 active;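 note: potency is the fitted concentration of half-maximal effect; 0% = DMSO only and -100% = full killing by 100 µM tamoxifen; nearly all actives have a fitted effect of over 55% in size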
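Cells lacking p53 (H1299-neo) are plated at 600 per well and allowed to settle overnight at 37C. Test compounds (up to 46 uM) are added and held 24 hours at 32C, then ATP is quantified by luminescence.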
FH mod – Identification of activators of human fumarate hydratase by quantitative high-throughput screening. Potency, µM (doses to about 79.9 µM), for the others: at the top dose activity change, negative = inhibition, hits mostly inhibitors. FH coupled MDH/diaphorase resazurin fluorescence, 15 min. 0.22% of 54,000 active; note: potency is the fitted concentration of half-maximal effect; % is set by controls: 0 for no effect and ±100 for the full control effect; the screen sought activators but most active calls are inhibition curves; nearly all actives have a fitted effect of over 45% in size
NTMT1 inhibitor – inhibitors of human N-terminal methyltransferase NTMT1. Q9BV86. NTMT1 MTase-Glo SAH luminescence, purified enzyme. Potency, µM (series often up to 114 µM), inactives show at the highest dose activity change, negative = inhibition, hits mostly inhibitors. 2.5% of 59,000 active;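 note: potency is the fitted concentration of half-maximal effect; plate controls were DMSO vehicle for no effect and no enzyme for full effect; nearly all actives have a fitted effect of over 65% in size; many of its hits are not listed in these tables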
Target sequence (Q9BV86 whole entry, looked up): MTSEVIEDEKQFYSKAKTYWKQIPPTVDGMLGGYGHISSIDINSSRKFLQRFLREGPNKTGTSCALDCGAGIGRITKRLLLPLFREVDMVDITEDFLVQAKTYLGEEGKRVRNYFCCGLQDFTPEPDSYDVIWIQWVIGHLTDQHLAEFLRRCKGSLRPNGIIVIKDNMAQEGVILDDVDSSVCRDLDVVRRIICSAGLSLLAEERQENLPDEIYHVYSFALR
* hit, by the source's call; ? = inconclusive; · = no result given; [ ] = dose if it differs, or a comment. Calls come from the whole dose curve; as a rule, active = well fitted curve in the direction sought with a large enough effect; inconclusive = small, poorly fitted or top-dose-only effect, or another doubt; inactive = no such curve, though single readings can be large; an effect the other way counts as inactive or inconclusive.

1. Cc1c(Cl)cccc1NC(=O)CN1C(=O)CSc2ccc(S(=O)(=O)N3CCCC3)cc21
2. Cc1ccc2occ(CC(=O)Nc3ccc(Cl)c(C(F)(F)F)c3)c2c1
3. COc1ccc(Cl)cc1NC(=O)c1noc2c1CCc1ccccc1-2
4. O=C(OCc1cc(=O)n2nc(C3CCCCC3)sc2n1)c1ccc(F)cc1
5. CC(=O)c1ccc(NC(=O)CSc2nnc3ccc(-c4ccc(Br)cc4)nn23)cc1
6. CCCCn1c(SCC(=O)Nc2cccc(OC)c2)nc2c(sc3ccccc32)c1=O
7. COCCNC(=O)CCCn1c(SCC(=O)c2ccc(F)cc2)nc2c(sc3ccccc32)c1=O
8. COC(=O)c1c(NC(=O)c2cccc(OC)c2)sc2c1CCC(C(C)(C)C)C2 (configuration not stated)
screen / no.	1	2	3	4	5	6	7	8
p53null 39C kill	-11%	16µM*	-12%	-8%	-7%	-1%	-25%	-4%
B2AR arrestin ag	0%	-1%	1%	-1%	-3%	-1%	0%	0%
PTAP-TSG101 blk	2%	-3%	0%	-4%	2%	-2%	2%	0%
GALK inhibitor	0%	3%	6%	0%	-2%	-4%	0%	-3%
p53null 32C kill	7%	25%	5%	5%	8%	-3%	-1%	6%
FH mod	-23%	?	·	3%	4%	1%	-13%	6%
NTMT1 inhibitor	12%	8%	·	11%	?	-2%	-1%	-7%

9. CCOC(=O)c1c(S(=O)(=O)N2CCN(c3cc(Cl)ccc3C)CC2)c(C)n(C)c1C
10. COc1ccc(C)cc1NC(=O)N1CCC(CN2CCC(C)CC2)CC1
11. COc1ccc(C2=C(C)C(=O)N(Cc3ccc(C(=O)Nc4ccc(C)c(C)c4)cc3)S2(=O)=O)cc1
12. COc1ccc(-c2nn(-c3cccc([N+](=O)[O-])c3)c3c2cnc2cc4c(cc23)OCO4)cc1
13. COc1ccc(CNC(=O)C(CC(C)C)NS(=O)(=O)c2ccc3c(c2)oc(=O)n3C)cc1 (configuration not stated)
14. Cc1ccc(OC(=O)CSc2nnc(-c3ccc4c(c3)OCO4)o2)c(C)c1
15. CCOC(=O)c1cc(-c2ccccc2)n(CCC(=O)Nc2cc(C)cc(C)c2)c1C
16. CCN(C(=O)CN(C)S(=O)(=O)c1ccc2c(c1)c(=O)n(C)c(=O)n2C)c1ccc(OC)cc1
screen / no.	9	10	11	12	13	14	15	16
p53null 39C kill	14%	-5%	-3%	-5%	4%	8%	12%	-7%
B2AR arrestin ag	0%	-1%	0%	1%	0%	-1%	-2%	1%
PTAP-TSG101 blk	2%	3%	-1%	-3%	0%	-2%	-1%	-9%
GALK inhibitor	1%	3%	0%	4%	1%	2%	3%	7%
p53null 32C kill	7%	-8%	0%	-1%	-12%	-2%	36%[activator]	-3%
FH mod	-3%	22%	-3%	2%	-2%	3%	?	3%
NTMT1 inhibitor	-12%	12%	7%	3%	18%	0%	-6%	-1%

17. Cc1nc2c(c(C)c1CCC(=O)NCc1ccc(F)cc1)c(=O)n(C)c(=O)n2C
18. O=C(c1ccc(F)cc1)N1CCC(c2nc3ccccc3o2)CC1
19. Cc1ccc(C2CC(=O)Nc3c2c(C)nn3-c2nc(C)cc(C)n2)c(C)c1 (configuration not stated)
20. Cc1ccc(NC(=O)CN2c3ccccc3S(=O)(=O)c3ccccc32)cc1F
21. CCCCOc1ccc(C(=O)Nc2nc3c(s2)CC(C)CC3)cc1 (configuration not stated)
22. CCCn1c(CN2CCN(c3ccc(OC)cc3)CC2)nc2c1c(=O)[nH]c(=O)n2C
23. COc1ccc(S(=O)(=O)Nc2cccc(-c3ccc(N4CCCC4)nn3)c2)c(OC)c1
24. COc1ccc(NC(=O)c2cc3c(=O)n(C)c4ccccc4c3s2)cc1Cl
screen / no.	17	18	19	20	21	22	23	24
p53null 39C kill	-25%	-19%	16%	5%	9%	-7%	?	3%
B2AR arrestin ag	1%	-4%	-4%	1%	-4%	0%	3%	-1%
PTAP-TSG101 blk	-4%	-3%	-6%	-4%	0%	-4%	-5%	2%
GALK inhibitor	0%	-1%	3%	3%	1%	7%	1%	0%
p53null 32C kill	-4%	-10%	12%	11%	-3%	?	4%	3%
FH mod	1%	5%	-11%	?	0%	-8%	·	8%
NTMT1 inhibitor	7%	1%	20%	?	7%	-8%	·	14%

25. O=C(CSc1nc2ccccc2nc1Cc1ccccc1)NCc1ccccc1Cl
26. COc1cc(OC)c(NC(=O)Nc2ccccc2OCc2cc(=O)n3cc(C)ccc3n2)cc1Cl
27. NC(=O)c1ccccc1NC(=O)c1ccc(-c2ccc(Br)cc2)o1
28. Cc1ccc(C(C)C)c(OCCSc2nc(-c3cccs3)nc3cc(=O)[nH]n23)c1
29. Cc1ccc(S(=O)(=O)C2(C(=O)Nc3ccc(Cl)c(C(F)(F)F)c3)CC2)cc1
30. CCOC(=O)c1ccc(CN(Cc2ccc(F)cc2)S(=O)(=O)c2ccc(F)c(C(=O)Nc3ccc(Cl)cc3F)c2)cc1
31. Cc1nc2ccn(Cc3cccnc3)c(=O)c2cc1C(=O)N1CCN(c2ccccc2)CC1
32. CCOC(=O)CN(Cc1ccccc1)C(C(=O)NC1CCCCC1)c1ccc(C)cc1 (configuration not stated)
screen / no.	25	26	27	28	29	30	31	32
p53null 39C kill	25%	-12%	4%	0%	-5%	14%	-13%	?
B2AR arrestin ag	-1%	2%	-2%	0%	0%	-2%	-1%	0%
PTAP-TSG101 blk	-1%	2%	2%	1%	-6%	0%	-5%	0%
GALK inhibitor	4%	0%	?	-4%	1%	-8%	-1%	1%
p53null 32C kill	-5%	-10%	-6%	-13%	6%	-11%	14%	30%
FH mod	-15%	-14%	-13%	·	?	-8%	-19%	-19%
NTMT1 inhibitor	?	-11%	-15%	·	-9%	6%	-29%	-25%

33. Cc1ccc(-n2nc3c(=O)n(CCCC(=O)NCCc4ccccc4Cl)nc(C)c3c2C)cc1
34. Cc1ccc(OCC(=O)N(Cc2ccco2)Cc2ccc(C)o2)cc1
35. CC(NC(=O)c1ccc2c(c1)CCN2S(C)(=O)=O)c1ccccc1 (configuration not stated)
36. COc1cccc(CNC(=O)c2ccc(CNS(=O)(=O)c3ccc(C)cc3)cc2)c1
37. O=C(Nc1cc(-c2ccc(Cl)cc2)no1)c1ccc(F)cc1
38. COc1cc(C(=O)Nc2ccccc2OCc2cc(=O)n3cc(C)sc3n2)cc(OC)c1OC
39. CCCCNc1nc(Oc2ccc(OCC)nn2)nc(N2CCOCC2)n1
40. O=C(CN1C(=O)COc2ccc(S(=O)(=O)N3CCCCC3)cc21)NCc1ccccc1Cl
screen / no.	33	34	35	36	37	38	39	40
p53null 39C kill	7%	-15%	-12%	19%	8%	11%	?	-5%
B2AR arrestin ag	0%	0%	-1%	-1%	-1%	1%	-1%	1%
PTAP-TSG101 blk	4%	-2%	0%	-1%	0%	2%	-2%	1%
GALK inhibitor	0%	1%	1%	1%	0%	6%	-4%	1%
p53null 32C kill	11%	2%	-9%	-5%	2%	-2%	-9%	5%
FH mod	-11%	-7%	-2%	-11%	-4%	-16%	0%	-6%
NTMT1 inhibitor	10%	-4%	15%	-1%	?	89µM*	5%	-4%

41. CCC1CCCCN1CCCNC(=O)CN1C(=O)CSc2ccc(S(=O)(=O)N3CCC(C)CC3)cc21 (configuration not stated)
42. O=C(Cn1c(=O)n(-c2ccc(F)c(Cl)c2)c(=O)c2sc3ccccc3c21)NC1CCCC1
43. Cc1cc2c(cc1S(=O)(=O)NCc1ccc(F)cc1)OCCN2C
44. Cc1ccc(-n2cc3c(c2-c2ccccc2Br)c(=O)n(C)c(=O)n3C)cc1N
45. COc1ccc(C(=O)NCC(c2cccnc2)N2CCN(c3ccccc3OC)CC2)cc1 (configuration not stated)
46. CCCn1c(=O)c2sccc2n2c(CCCC(=O)Nc3ccc(Oc4ccc(Cl)cc4)cc3)nnc12
47. Cn1nnnc1SCCCNCc1ccc(Cl)cc1
48. CCOC(=O)N1CCC(NC(=O)c2ccc3c(c2)N(Cc2cc(C)ccc2C)C(=O)c2ccccc2S3(=O)=O)CC1
screen / no.	41	42	43	44	45	46	47	48
p53null 39C kill	22%	1%	6%	-5%	36%[activator]	?	?	-6%
B2AR arrestin ag	0%	0%	-1%	?	1%	1%	-4%	1%
PTAP-TSG101 blk	2%	-1%	1%	4%	-2%	3%	-3%	0%
GALK inhibitor	4%	-1%	?	0%	2%	7%	-10%	-1%
p53null 32C kill	-1%	-5%	-5%	21%	39%[activator]	?	-9%	-3%
FH mod	-12%	-6%	-1%	-3%	3%	?	2%	-20%
NTMT1 inhibitor	?	18%	-5%	-26%	0%	9%	-1%	10%

49. Cc1ccc(-n2nc3c(=O)n(CCCC(=O)NCc4ccc(F)cc4)nc(C)c3c2C)cc1
50. O=c1oc2c(CN3CCN(CCO)CC3)c(O)ccc2cc1-c1ccccc1
51. COc1cc(NC(=O)NCCn2nnc3cc(S(=O)(=O)N(C)C)ccc32)cc(OC)c1OC
52. Cc1cccc(N2CCN(C(=O)Cn3c(=O)c4cccn4c4ccc(F)cc43)CC2C)c1 (configuration not stated)
53. O=C(NCCOCCn1c(=O)oc2ccccc21)Nc1ccc(Cl)cc1
54. CC(C)c1ccc(S(=O)(=O)c2cn(CC(=O)Nc3ccc(F)cc3)c3ccccc3c2=O)cc1
screen / no.	49	50	51	52	53	54
p53null 39C kill	8%	-6%	0%	3%	-30%	-15%
B2AR arrestin ag	0%	0%	0%	3%	-2%	1%
PTAP-TSG101 blk	-1%	-10%	1%	1%	1%	1%
GALK inhibitor	-1%	4%	2%	-1%	0%	8%
p53null 32C kill	21%	-8%	-5%	5%	-16%	-3%
FH mod	-18%	-2%	5%	-14%	-7%	6%
NTMT1 inhibitor	-16%	-6%	-2%	0%	11%	5%

Five structures out of the list, ordered by formula weight, ascending:
47. Cn1nnnc1SCCCNCc1ccc(Cl)cc1
53. O=C(NCCOCCn1c(=O)oc2ccccc21)Nc1ccc(Cl)cc1
50. O=c1oc2c(CN3CCN(CCO)CC3)c(O)ccc2cc1-c1ccccc1
49. Cc1ccc(-n2nc3c(=O)n(CCCC(=O)NCc4ccc(F)cc4)nc(C)c3c2C)cc1
54. CC(C)c1ccc(S(=O)(=O)c2cn(CC(=O)Nc3ccc(F)cc3)c3ccccc3c2=O)cc1
screen / no.	47	53	50	49	54
p53null 39C kill	?	-30%	-6%	8%	-15%
B2AR arrestin ag	-4%	-2%	0%	0%	1%
PTAP-TSG101 blk	-3%	1%	-10%	-1%	1%
GALK inhibitor	-10%	0%	4%	-1%	8%
p53null 32C kill	-9%	-16%	-8%	21%	-3%
FH mod	2%	-7%	-2%	-18%	6%
NTMT1 inhibitor	-1%	11%	-6%	-16%	5%

Some of the compounds tested. The share of hits here may be higher or lower than overall.
